Bioassay records from PubChem BioAssay.
KCNH2 3.1 block = blocks the human KCNH2 3.1 channel isoform | U2OS KCNH2 3.1, thallium flux FluxOr; hits give low values | activity change, % (tested at about 1.8 µM) | 340,000 compounds, 0.95% hits;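 active = maximum activity change below -70%; inconclusive = maximum activity change from -70% to -50%; inactive = maximum activity change above -50%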;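 also: thallium influx rate constant from kinetic fluorescence after stimulation buffer; % is scaled to controls: 0 for no effect and ±100 for the full control effect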
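Kinetic fluorescence (2 min after stimulation buffer) measures Tl+ influx through KCNH2 3.1 expressed by viral transduction in U2OS cells; the rate constant is normalized against DMSO controls serving as positive and negative references.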
FBPA coupling cs = inhibits coupling enzyme system, counter-screen for aldolase hits; coupling enzyme system counterscreen, AmpLite Red fluorescence; activity change, negative = inhibition, % at 58.2 µM, hits read low; 290,000 compounds, 0.67% hits; in the data active = activity change below about -30%; also: % is scaled to controls: 0 for no effect and ±100 for the full control effect
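Counterscreen of the coupled detection system alone, without aldolase: glyceraldehyde-3-phosphate coupling enzymes plus AmpLite Red readout. Compounds at 57.5 uM final, 10 min RT preincubation, 20 min RT reaction, fluorescence 525/598 nm.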
TRPV1 agonist = human TRPV1 agonism; activation, % at 8.33 µM; 320,000 compounds, 0.19% hits; AID 540275; TRPV1-expressing cells, Fluo-8 calcium influx, agonist mode; in the data active = activation above about 80%; inconclusive = between about 30% and that limit; also: 0% is about no effect
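TRPV1-expressing cells were cultured overnight at 35.5C and loaded with Fluo-8 calcium dye for 40 to 90 min at room temperature. After a 10 s baseline, compound was added and calcium influx was read kinetically for 3 min (ex 480/em 520 nm).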
MBNL1-CUG inh = MBNL1-poly(CUG) RNA binding inhibition; Q9NR56; AID 2675; 280,000 compounds, 0.036% hits; Potency, µM (top dose mostly 57.5 µM), for inactives: top-dose activity change, negative = inhibition, actives largely listed as inhibitors; TR-FRET MBNL1-His/biotin-(CUG)12 binding, 665/545 ratio; active = well fitted inhibition curve with a large enough effect in the signal ratio, with a control signal flat, not every such curve was filed as active; inconclusive = small, poorly fitted or top-dose-only effect, or effect the other way, or a change in a side signal; inactive = no such curve, though single readings can be large or run the other way; the % refers to the signal ratio; also: potency is read from the fitted curve at half-maximal effect; % is scaled to controls: 0 for no effect and ±100 for the full control effect
Target sequence (Q9NR56 whole entry, looked up): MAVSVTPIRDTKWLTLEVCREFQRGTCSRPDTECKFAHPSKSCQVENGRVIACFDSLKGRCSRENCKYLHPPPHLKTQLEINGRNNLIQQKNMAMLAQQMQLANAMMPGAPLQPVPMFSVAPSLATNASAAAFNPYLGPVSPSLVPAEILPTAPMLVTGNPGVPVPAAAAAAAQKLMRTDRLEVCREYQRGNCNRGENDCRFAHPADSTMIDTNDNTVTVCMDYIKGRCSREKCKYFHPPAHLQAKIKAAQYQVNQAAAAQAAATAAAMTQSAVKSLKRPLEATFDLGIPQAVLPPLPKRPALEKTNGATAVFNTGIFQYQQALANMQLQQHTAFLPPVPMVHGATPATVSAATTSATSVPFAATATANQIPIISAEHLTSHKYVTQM
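MBNL1-His + Biotin-(CUG)12, cpd titration 92 nM–58 uM; Tb anti-His Ab 0.055 ng/ul, SA-XL665 5 nM (final); 60 min RT; ratiometric 665/545 nm, Ex 340 nm; normalized to buffer and full-complex controls.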
AT treatment = candidate therapy for ataxia-telangiectasia | Potency, µM (titrated, usually from 57.5 µM), without a hit: at the highest dose activation, hits mostly activators | 320,000 compounds, 0.19% hits | […] A-T fibroblasts, KAP-1 phosphorylation AlphaLISA; neocarzinostatin DNA damage 30 min before lysis; also: potency is read from the fitted curve at half-maximal effect; % of control where 0% means no effect; nearly all actives have a fitted effect of over 45% in size
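hTERT-immortalized A-T patient fibroblasts ([…]), 500 cells/well in OPTI-MEM, 1% FBS, got compounds for 60 min, then NCS for 30 min at 37C. Lysates were then assayed for phospho-KAP-1 by AlphaLISA (anti-pKAP1 donor, anti-KAP1 acceptor beads), 6 hr at 25C.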
S-ASM inh = human S-ASM enzyme inhibition | P17405 | placental ASM, HMU-PC fluorogenic substrate, 60 min | Potency, µM (series often up to 57.5 µM), inactives show top-dose activity change, negative = inhibition, usual class: inhibitors | 340,000 compounds, 0.006% hits | AID 504937; also: potency is read from the fitted curve at half-maximal effect
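Human placenta-derived ASM preincubated with compound 10 min at room temperature, then reacted with 9 uM (final) fluorogenic HMU-PC substrate for 60 min at 37 C. Stop solution raises pH to 10; fluorescence read at Ex 386/Em 447 nm.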
Integrin act MD = integrin-mediated muscular dystrophy alleviation activation; alpha7betagal myoblasts, beta-gal FDG fluorescence, 48 h; 350,000 compounds, 0.064% hits; Potency, µM (titrated, usually from 38.3 µM), for the others: at the highest dose activation, actives largely listed as activators;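 also: potency is read from the fitted curve at half-maximal effect; 100% = response of the positive control SU9516; nearly all actives have a fitted effect of over 60% in size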
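Alpha7betagal+/- myoblasts (passage 13) were plated 16-24 hr, then exposed to compounds (1:260 dilution of DMSO stock) for 48 hours at 37C. After MPER lysis, β-galactosidase reporter activity was read as FDG fluorescence (ex 480/em 540) after 30 minutes.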
KCNH2 WT inh = KCNH2 (human, wildtype) channel inhibition; Q12809; U2OS, BacMam KCNH2, thallium flux FluxOr; hits give low values; activity change, % at 1.84 µM; 340,000 compounds, 0.37% hits; AID 720551;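 active = maximum activity change below -70%; inconclusive = maximum activity change between -70% and -50%; inactive = maximum activity change above -50%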; also: % is scaled to controls: 0 for no effect and ±100 for the full control effect
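U2OS cells transduced with wild-type KCNH2 virus are loaded with FluxOr dye for 45 min, and thallium flux is measured in kinetic reads before and after stimulation buffer. Rate constants are normalized to DMSO controls.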
MLL CXXC-DNA inh = inhibitors of human MLL CXXC domain-DNA interaction. Q03164. MLL-CXXC / FITC-HOXA9 DNA fluorescence polarization. Potency, µM (doses to about 115 µM), for inactives: at the top dose activity change, negative = inhibition, most hits filed as inhibitors. 290,000 compounds, 0.037% hits; active = well fitted inhibition curve with a large enough effect in the polarisation, with a control signal flat, not every such curve was filed as active; inconclusive = small, poorly fitted or top-dose-only effect, or effect the other way, or a change in a side signal; inactive = no such curve, though single readings can be large or run the other way; the % refers to the polarisation; also: potency is read from the fitted curve at half-maximal effect
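Steps: dispense CXXC domain solution (7 uM) → pin compounds or unlabeled HOX-A9 DNA control → 5 min ambient → add FLSN-HOX-A9 solution (50 nM) → spin → 30 min ambient → fluorescence polarization. Tris pH 7.5/NaCl/DTT/BSA buffer.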
GALK inhibitor = blocks human galactokinase activity; P51570; Purified GALK, Kinase-Glo residual ATP luminescence; Potency, µM (top dose mostly 57.5 µM), inactives show top-dose activity change, negative = inhibition, usual class: inhibitors; 270,000 compounds, 0.007% hits; AID 1868; also: potency is read from the fitted curve at half-maximal effect; % is scaled to controls: 0 for no effect and ±100 for the full control effect
Target sequence (P51570 whole entry, looked up): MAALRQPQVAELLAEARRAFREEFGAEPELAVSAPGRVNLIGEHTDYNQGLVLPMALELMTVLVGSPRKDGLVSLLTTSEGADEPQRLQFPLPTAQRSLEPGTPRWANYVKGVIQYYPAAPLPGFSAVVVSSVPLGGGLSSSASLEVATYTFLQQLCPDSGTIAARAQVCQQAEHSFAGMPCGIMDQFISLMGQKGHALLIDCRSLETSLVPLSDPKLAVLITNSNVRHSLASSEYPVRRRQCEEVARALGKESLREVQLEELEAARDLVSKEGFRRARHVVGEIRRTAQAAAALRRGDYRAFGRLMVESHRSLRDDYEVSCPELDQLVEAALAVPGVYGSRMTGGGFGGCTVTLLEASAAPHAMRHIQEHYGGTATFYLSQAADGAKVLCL
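Human GALK (5 nM) with 35 uM ATP and 100 uM galactose in 20 mM HEPES pH 8.0, 5 mM MgCl2, 60 mM NaCl, 1 mM DTT, 0.01% BSA. After 1 h at room temperature, leftover ATP was read by Kinase-Glo Plus luminescence.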
Starred values were filed as active, the others as inactive; ? = inconclusive; . = not tested or not shown; & = joins results of further samples; [ ] = another dose, or the depositor's remark. Unless noted, calls follow the shape of the dose curve; as a rule, active = well fitted curve in the direction sought with a large enough effect; inconclusive = small, poorly fitted or top-dose-only effect, or another doubt; inactive = no such curve, though single readings can be large; an effect the other way counts as inactive or inconclusive.

SMILES	S-ASM inh	AT treatment	TRPV1 agonist	KCNH2 WT inh	FBPA coupling cs	GALK inhibitor	Integrin act MD	KCNH2 3.1 block	MBNL1-CUG inh	MLL CXXC-DNA inh
O=C(CNC(=O)c1ccc(Cl)cc1)NC1CCCCC1	-3%	15%	1	2	.	-2%	15%	23	-7%	30%
CNc1nc2cc([N+](=O)[O-])c([N+](=O)[O-])cc2nc1NC	-9%	10%	-1	1	7	-1%	-17%	-2	?	-8%
CCSc1ccccc1C(=O)Nc1cc(OC)c(OC)c(OC)c1	-1%	3%	0	-6	1	11%	23%	-9	24%	1%
CCCCN(C)CCCNC(=O)Cn1c(=O)sc2ccccc21	3%	-2%	0	9	2	0%	-9%	4	4%	4%
C[C@H]1CC[C@]2(O[C@@H](CCO)C[C@H](O)[C@H]2O)O1	0%	.	.	5	.	.	-12%	-25	.	.
N#Cc1cnc2nc(SCc3ccccc3)nn2c1	-1%	-3%	-3	16	-3	5%	-18%	-43	2%	8%
Cc1cc(N)ccc1S(C)(=O)=O	3%	10%	-3	-5	3	-3%	-5%	8	?	-3%
CCOC(=O)Nc1ccc2c(c1)Sc1ccccc1N2C(=O)CCN1CCOCC1	-1%	1%	4	-12	0	0%	-31%	-14	-9%	0%
COc1ccccc1CNc1ccc(C(=O)O)cc1	-1%	1%	0	-1	6	0%	8%	3	8%	-28%
O=C(O)CCNC(=O)OCC1c2ccccc2-c2ccccc21	0%	-3%	-1	.	-1	0%	-17%	-3	5%	3%
Cc1nc(-c2ccc(S(=O)(=O)Nc3ccc(S(N)(=O)=O)cc3)cc2)co1	-2%	3%	4	-5	1	2%	25%	2	-15%	-3%
Nc1nc(CSc2ncn(-c3ccccc3)n2)cs1	1%	-1%	-1	4	5	1%	-12%	-4	11%	6%
CCOC(=O)/C(C#N)=C1/CCCCCN1C	2%	-6%	-1	0	5	0%	-24%	.	6%	-4%
O=C(COc1ccc(S(=O)(=O)N2CCOCC2)cc1)Nc1ccccc1F	4%	5%	8	-1	.	.	-6%	3	.	.
Cc1ccc(S(=O)(=O)c2c(COC(=O)c3ccccc3Cl)c(-c3ccccc3)nn2C)cc1	-2%	.	6	-1	0	0%	-43%[inhibitor]	-15	-9%	-15%
COc1ccc(C)cc1NC(=O)CN1CCN(S(=O)(=O)c2ccc3ccccc3c2)CC1	0%	-3%	4	1	.	.	0%	-11	.	.
O=C(O)c1cccc(NC(=S)NC(=O)c2ccc3ccccc3c2)c1	-1%	-2%	-3	2	-3	-5%	-19%	13	?	-1%
COCc1cc(CN2CCCC(C(=O)Nc3ccc(-c4ccco4)cc3)C2)ccc1OC (configuration not stated)	0%	7%	1	23	-2	-1%	-40%[inhibitor]	-20	32%[activator]	8%
CC(=O)N1c2ccccc2[C@H](C)[C@H]1C	-3%	1%	-1	9	.	.	17%	6	.	.
Cc1ccc(NC(=S)c2ccc3ccccc3n2)c(C)c1	-6%	5%	-4	-5	1	1%	7%	-3	-6%	-4%
COc1cc(OC)cc(C(=O)NCc2ccc(-n3cccc3)cc2)c1	-3%	0%	11	-3	1	0%	?	-23	-5%	7%
CNS(=O)(=O)c1cnccc1N1CCN(c2cccc(C(F)(F)F)c2)CC1	-2%	-1%	-2	-6	2	.	0%	-4	-1%	2%
COc1ccc(CNC2CC(=O)N(C)C2=O)cc1 (configuration not stated)	7%	-5%	3	-7	2	6%	11%	12	-3%	8%
COc1ccc(NC(=O)CN2C(=O)NC3(CCCCCCC3)C2=O)cc1	4%	2%	12	0	.	.	-1%	-1	.	.
CCn1c(CC(=O)Nc2ccc(C)cc2)nnc1SCC(=O)Nc1nc(C)cs1	2%	-1%	0	-1	2	-4%	11%	-26	-1%	28%
COc1ccc(OC)c(/C=C/C(=O)N2CCN(S(=O)(=O)c3cc(C)ccc3C)CC2)c1	.	21%	-3	-4	.	.	10%	-2	.	.
CC(C)N(C(=O)CC1ON(C)C(=O)N1c1ccc(Cl)cc1)C(C)C (configuration not stated)	8%	3%	12	-6	-2	1%	32%	2	7%	4%
COc1ccccc1N1CCN(C(=O)CCNS(=O)(=O)c2ccc3c(c2)CCC(=O)N3)CC1	-2%	5%	2	-1	-4	-2%	-6%	2	0%	0%
Cc1cc(=O)[nH]c(Nc2cccc(Br)c2)n1	-1%	-11%	1	9	-3	8%	20%	16	-10%	0%
CCOC(=O)c1sc2nc3c(SCC(=O)O)cc(C(=O)c4cc(F)ccc4O)cn3c(=O)c2c1C	7%	3%	-1	-14	9	0%	16%	21	?	-8%
Cc1cc(CNC(=O)c2cc(Br)ccc2Cl)nn1C	7%	-5%	9	-1	3	-1%	-56%[inhibitor]	5	14%	2%
S=c1[nH]nc(-c2cc(-c3ccccc3)n[nH]2)n1/N=C/c1ccc(Cl)c(Cl)c1	-14%	-7%	.	-12	2	3%	11%	2	.	-12%
CCc1ccc(C2=CSC3=NCCN23)cc1	-1%	-3%	-1	14	2	.	?	8	-3%	20%
O=C(CN1CCC(c2nc3ccccc3s2)CC1)NCc1cccs1	5%	0%	1	8	14	1%	-30%	?	-2%	-2%
COc1ccccc1-c1nnc(N(C)C(=O)C2CCCO2)s1 (configuration not stated)	1%	.	7	-1	-1	-1%	14%	-12	-5%	-1%
O=C(CSc1nccc(=O)[nH]1)Nc1ccc(S(=O)(=O)N2CCOCC2)cc1	5%	.	-2	18	2	-3%	-24%	2	-2%	0%
C=CCN1CN(Cc2ccco2)CNC1=S	1%	0%	0	-2	1	0%	21%	-27	-3%	17%
Cc1cc(=O)oc2cc(NC(=O)Cc3ccccc3)ccc12	97%[activator]	-6%	-3	-11	5	1%	15%	9	4%	4%
CCOC(=O)N1CCN(CCC(=O)Nc2cccc(Br)c2)CC1	-1%&-1%	9%	-2&3	-7&4	2&-1	6%&1%	18%&13%	-3&-3	-11%&4%	-2%&-11%
COCC(=O)Nc1cccc(Br)c1	-3%	1%	-21	-2	-1	-2%	?	15	0%	-3%
CCOc1ccccc1C1C(C(=O)Nc2ccccc2OC)=C(C)Nc2nnnn21 (configuration not stated)	12%	2%	0	0	-4	-1%	0%	-10	-10%	7%
COc1ccc(N=c2sc3ccccc3n2C)cc1	-10%	6%	0	6	0	0%	3%	-5	2%	1%
CN1CCc2c(n(CC(O)CN3C(=O)c4ccccc4S3(=O)=O)c3ccccc23)C1=O (configuration not stated)	-5%	5%	2	-1	0	0%	-1%	-9	?	-4%
O=c1c2c(nc3c(-c4ccc(Cl)cc4)c[nH]n13)CCCC2	-1%	-3%	27	-20	-1	-1%	-55%[inhibitor]	1	-2%	1%
CC(=O)N1CCN(CC(=O)Nc2ccc(Cl)c(S(=O)(=O)N(C)C)c2)CC1	3%	-11%	1	-10	0	-1%	1%	2	-5%	3%
NC12CCc3c(no[n+]3[O-])C1(O)CC(c1ccccc1)=[N+]2[O-] (configuration not stated)	0%	7%	0	0	-3	-1%	-10%	-1	16%	17%
Cc1sc2ncn(CC(=O)NCCCOC(C)C)c(=O)c2c1S(=O)(=O)N1CCN(c2ncccn2)CC1	-1%	1%	-1	-11	0	0%	-17%	1	3%	-2%
Oc1ccc[n+](CCCCC[n+]2cccc(O)c2)c1	2%	11%	2	0	2	3%	1%	8	9%	3%
O=C(/C=C/c1ccccc1)C1C(=O)c2ccccc2C1=O	1%	5%	-2	-2	-6	-3%	-36%	9	1%	3%
CC(C)CC(=O)N1CC(=O)Nc2ccc(F)cc2C1c1ccccc1 (configuration not stated)	-5%	7%	5	-2	3	3%	12%	13	-2%	11%
NNc1ccc(Cl)c(C(=O)O)c1	3%	1%	0	-7	4	5%	-6%	7	-3%	4%
CCCCNC(=O)COC(=O)CCC(=O)c1ccc(F)cc1	-1%	-2%	7	-47	0	-1%	0%	-20	-2%	1%
O=C(Cn1c(=O)oc2cc(S(=O)(=O)N3CCCC3)ccc21)Nc1cccc(C(F)(F)F)c1	2%	10%	-1	4	-1	-1%	-16%	-1	-8%	0%
C#CCN(C(=O)c1cc(COc2ccc(C)c(C)c2)on1)C1CCCCC1	-3%	1%	3	-7	-1	-6%	-6%	.	0%	4%
O=C(COC(=O)c1ccccc1OCc1ccc(Cl)cc1)NC1CC1	-1%	3%	26	12	-3	3%	3%	-7	-5%	6%

No enrichment for hits; any-hit rate near 2%.
